From PubChem BioAssay
GluA2 TARP mod = modulates AMPAR-stargazin complexes; HEK293 GluA2+stargazin, membrane potential dye (FDSS), glutamate EC50; hits were called plate by plate, in both directions; 3.5% of 40,000 active; O88602+P19491; calls only at 30 µM;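 active = any of four per-well response measures lying three or more SD from its plate-wide compound average, in either direction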
Target sequence (O88602 whole entry, looked up): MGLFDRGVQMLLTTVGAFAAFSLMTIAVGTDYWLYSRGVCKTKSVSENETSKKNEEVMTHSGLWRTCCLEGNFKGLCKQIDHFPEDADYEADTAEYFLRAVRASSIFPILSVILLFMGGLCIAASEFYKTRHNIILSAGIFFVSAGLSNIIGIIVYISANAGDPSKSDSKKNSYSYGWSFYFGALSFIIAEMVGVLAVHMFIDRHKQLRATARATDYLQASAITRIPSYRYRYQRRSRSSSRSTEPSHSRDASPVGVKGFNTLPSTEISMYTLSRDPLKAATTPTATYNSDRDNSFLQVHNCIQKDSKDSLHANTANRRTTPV
Target sequence (P19491 whole entry, looked up): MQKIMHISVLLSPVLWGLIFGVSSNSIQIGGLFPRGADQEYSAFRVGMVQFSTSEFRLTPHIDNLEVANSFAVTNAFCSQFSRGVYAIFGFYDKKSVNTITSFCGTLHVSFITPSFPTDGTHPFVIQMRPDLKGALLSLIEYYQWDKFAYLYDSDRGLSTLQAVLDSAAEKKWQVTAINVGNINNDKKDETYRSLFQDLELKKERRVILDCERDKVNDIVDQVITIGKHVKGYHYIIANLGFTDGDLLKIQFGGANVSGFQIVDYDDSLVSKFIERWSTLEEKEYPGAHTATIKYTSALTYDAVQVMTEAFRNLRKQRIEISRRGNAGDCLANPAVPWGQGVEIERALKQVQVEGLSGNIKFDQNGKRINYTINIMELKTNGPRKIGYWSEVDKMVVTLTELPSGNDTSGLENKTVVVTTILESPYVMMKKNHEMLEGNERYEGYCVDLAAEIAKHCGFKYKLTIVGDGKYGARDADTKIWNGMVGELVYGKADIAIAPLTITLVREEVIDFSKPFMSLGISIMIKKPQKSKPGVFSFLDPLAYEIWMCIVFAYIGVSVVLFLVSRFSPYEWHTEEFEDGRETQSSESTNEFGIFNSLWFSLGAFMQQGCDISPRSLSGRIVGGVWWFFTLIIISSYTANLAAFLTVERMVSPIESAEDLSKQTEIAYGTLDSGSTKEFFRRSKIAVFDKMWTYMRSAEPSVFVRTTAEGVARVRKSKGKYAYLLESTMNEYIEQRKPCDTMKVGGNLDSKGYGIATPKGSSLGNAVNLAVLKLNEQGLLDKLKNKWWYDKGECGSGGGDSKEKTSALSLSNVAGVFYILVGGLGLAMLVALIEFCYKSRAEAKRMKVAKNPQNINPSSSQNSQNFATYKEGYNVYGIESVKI
GluA2 TARP mod agonism max-min = second read-out of GluA2 TARP mod, no call of its own (marks repeat the call); compound max-min signal; compound-alone response (agonism);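 unitless range of fluorescence divided by baseline over first 100 seconds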
GluA2 TARP mod glutamate slope = also measured in GluA2 TARP mod; calls as there; glutamate slope, % of max; measured here: glutamate response slope, % max;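 scaled per plate between vehicle wells and maximal 1 mM glutamate control wells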
Numbers without * were called inactive; i = inactive; + = active, no number; & = joins results of further samples. The list is partial; count on the stated rates, not on these rows.

Compound,GluA2 TARP mod,GluA2 TARP mod glutamate slope,GluA2 TARP mod agonism max-min
CCCC(=O)N1CCN(c2ccc(NC(=O)c3cc(Br)ccc3OC)cc2Cl)CC1,i,24,0.095
CCc1ccc(S(=O)(=O)Nc2ccc3c(c2)CCCN3S(=O)(=O)c2ccccc2)cc1,i,57,0.11
CN(C)C(CNC(=O)C(=O)Nc1ccc(C(F)(F)F)cc1)c1cccn1C (stereo not given),i,54,0.049
Cc1ccc(-n2nc3c(c2NC(=O)C(=O)NCC(C)C)CSC3)cc1,i,53,0.022
COc1ccccc1NC(=O)CSc1nnc(CCn2ccc(=O)[nH]c2=O)o1,i,57,0.037
COc1ccccc1NC(=O)N1CCN(c2ccc(Nc3cccnc3)nn2)CC1,i,53,0.22
CC1CCCCN1c1nc2c(S(=O)(=O)c3ccccc3)nnn2c2ccc(Cl)cc12 (stereo not given),+,84*,0.058*
Cc1ccc(Cl)c2sc(N(CCN(C)C)C(=O)c3ccn(C)n3)nc12,i,41,0.13
COC(=O)c1ccc(CN2CCC(c3nnc(-c4ccc(F)cc4)o3)CC2)cc1,i,58,0.084
CCOC(=O)c1cccc(NC(=O)c2nnn(-c3ccccc3)c2C)c1,i,58,0.11
O=C(CCCl)N1CCN(c2ncnc3c2nnn3-c2cccc(F)c2)CC1,i,55,0.098
Cc1cc(NC(=O)C(=O)NCCc2c[nH]c3ccccc23)no1,i,61,0.12
COc1cccc(C2CC(C(F)(F)F)n3ncc(C(=O)Nc4ccc(OC)c(OC)c4)c3N2)c1 (stereo not given),i,29,0.1
O=C(CSc1ccc(-c2ccc3ccccc3c2)nn1)Nc1ccc2c(c1)OCO2,i,60,0.044
Cc1cccc2sc(NC(=O)C(=O)N3CCN(Cc4ccccc4)CC3)nc12,i,64,0.072
COc1ccc(N)cc1N1CCCCC1=O,i,39,0.033
COc1ccc(C(=O)Nc2ccc3scnc3c2)cc1OC,i,52,0.075
Cc1nc(-c2ccc(S(=O)(=O)N3CCN(c4ccc(Nc5cccnc5)nn4)CC3)s2)cs1,i,58,0.16
COc1ccc(C)c2sc(N(CCN3CCOCC3)C(=O)c3ccc(C)cc3)nc12,i,66,0.21
COc1ccc(CCC(=O)N2CCN(c3nccn3-c3ccc(C)cc3)CC2)cc1,i,36,0.073
COC(=O)N1CCC(CNC(=O)Cc2ccccc2Cl)CC1,i,60,0.09
CCOc1ccc(-c2ccc(C)c(NC(=O)c3sc(C)nc3C)c2)nn1,i,42,0.085
COc1ccc(S(=O)(=O)c2cnc(SCC(=O)Nc3ccc(C)cc3)[nH]c2=O)cc1,i,46,0.1
Cc1ccc(Cl)cc1N1CCN(C(=O)c2cc3ccccc3oc2=O)CC1,i,43&90,0.081&0.05
COc1ccc(C(C)(C)C)cc1S(=O)(=O)N1CCC2(CC1)NC(=O)N(Cc1ccccc1)C2=O,i,38,0.087
CCOC(=O)Cn1c(C)cn2c3c(=O)n(Cc4ccccc4Cl)c(=O)n(C)c3nc12,i,54,0.11
Cc1cc(C)c2c(=O)[nH]c(SCC(=O)NCc3ccccc3)nc2n1,i,52,0.067
CCCCCCCOC(=O)C1=C(C)NC(=O)NC1c1ccccc1OCC (stereo not given),i,40,0.064
CN(C)S(=O)(=O)Nc1cccnc1,i,74,0.11
O=C(Nc1ccc2c(c1)N(S(=O)(=O)c1ccc(F)cc1)CCC2)C1COc2ccccc2O1 (stereo not given),i,68,0.12
CCn1c(=NC(=O)CSC(C)=O)sc2cc(F)ccc21,i,63,0.061
COc1ccc(S(=O)(=O)NCC(c2ccsc2)N(C)C)cc1Cl (stereo not given),i,43,0.029
O=C(CCc1csc(NC(=O)c2ccccc2)n1)NCc1ccccc1,i,54,0.11
CC(C)(CCl)C(=O)N1CCN(c2ncnc3c2nnn3-c2ccc(F)cc2)CC1,i,55,0.09
Cc1c(Cl)ccc2sc(N3CCN(C(=O)c4ccno4)CC3)nc12,i,31,0.12
O=C(NCC(O)c1cccc2ccccc12)c1cc2ccccc2o1 (stereo not given),i,65,0.18
COc1ccc(S(=O)(=O)N2CCC(c3cccs3)CC2)cc1F,i,66,0.13
COc1ccccc1OCC(O)CNC1CCCC1 (stereo not given),i,45,0.12
COc1ccccc1CCNC(=O)C1CN(C(=O)c2c[nH]c3ccccc23)C1,i,62,0.081
CCNC(=O)NCCn1nc(-c2cccs2)n(C)c1=O,i,47,0.11
CC(O)(CNC(=O)C(=O)Nc1ccc2c(c1)OCCO2)c1ccc(-c2ccccc2)cc1 (stereo not given),i,37,0.1
CC(C)OCCCNC(=O)C(=O)NCCc1ccccc1,i,42,0.11
O=C(CN1C(=O)c2ccccc2S1(=O)=O)NCCc1c[nH]c2ccccc12,i,54,0.12
Cc1ccc(C(CNC(=O)CCc2ccccc2)N(C)C)cc1 (stereo not given),i,46,0.054
CCOC(=O)N1CCN(C(=O)C2CN(c3nc4c(F)cccc4s3)C2)CC1,i,60,0.097
CN1CCc2c(sc(NC(=O)CCSc3ccc(F)cc3)c2-c2nc3ccccc3s2)C1,i,55,0.12
COc1ccc(S(=O)(=O)Nc2nc3ccccc3nc2NCCC2=CCCCC2)cc1,i,48,0.13
Cc1ccc(C(=O)Nc2ccccc2OC(F)F)cc1S(=O)(=O)N1CCCCC1,i,52,0.047
Cc1ccc(C)c(S(=O)(=O)N2CC(c3nc(C)no3)C2)c1,i,70,0.16
Cc1ccc2c(=O)c(-c3nc(-c4ccccc4C)no3)cn(CC(=O)Nc3ccc(Cl)cc3)c2n1,i,43,0.054
O=C(Cc1cc(-c2cccs2)on1)NCc1ccccc1Cl,i,56,0.07
O=C(c1cncc(Br)c1)N1CCC(c2nnc(-c3ccco3)s2)CC1,i,58,0.086
COc1ccc(S(=O)(=O)Nc2nc(CCC(=O)N3CCc4ccccc43)cs2)cc1,i,65,0.13
CCc1nnc(NS(=O)(=O)c2ccc(NC(=O)c3ccc(Cc4ccccc4)cc3)cc2)s1,i,60,0.085
Cc1ccccc1-n1c(-c2ccccc2)cn2c3c(=O)n(CC(N)=O)c(=O)n(C)c3nc12,i,53,0.044
COc1ccc(S(=O)(=O)NCC(c2cccs2)N2CCOCC2)cc1C (stereo not given),i,58,0.094
CC(C)(C)c1ccc(C(=O)N2CCN(CCNC(=O)c3ccsc3)CC2)cc1,i,72,0.084
Cc1ccc(S(=O)(=O)N(CC(=O)c2ccc(Cl)cc2)C(=O)N2CCN(C)CC2)cc1,i,69,0.086
Cc1ccc(CC(=O)Nc2ccccc2S(C)(=O)=O)cc1,i,82,0.097
COc1ccc(NC(=O)CN2CCCN(Cc3cc(C)ccc3C)S2(=O)=O)c(OC)c1,i,70,0.12

New compounds follow
Compound,GluA2 TARP mod,GluA2 TARP mod glutamate slope,GluA2 TARP mod agonism max-min
Cc1ccc(-c2cc(=O)n(CC(=O)Nc3ccc(C(C)C)cc3)cn2)cc1,i,39,0.11
Cc1cc([N+](=O)[O-])ccc1NC(=O)C(=O)NCC(c1cccs1)N(C)C (stereo not given),i,90,0.13
COc1cccc(C(=O)NCCS(=O)(=O)NCC2CCCO2)c1 (stereo not given),i,59,0.11
COC(=O)c1cc(-c2ccc(Cl)cc2Cl)n[nH]1,i,52,0.15
COc1ccccc1N1CCN(C(=O)C2CCC(Cn3c(=S)[nH]c4ccccc4c3=O)CC2)CC1 (stereo not given),i,64,0.11
COc1ccc(S(=O)(=O)CC(=O)N(Cc2ccccn2)c2nc3c(C)ccc(C)c3s2)cc1,i,53,0.083
COC(=O)c1ccc2c(=O)n(Cc3ccc(C(=O)N4CCCCCC4)cc3)c(=S)[nH]c2c1,i,81,0.11
COc1cccc2cc(C(=O)N3CCC(Cn4cnc5ccccc54)CC3)oc12,i,66,0.096
CN(C)CCCNc1oc(-c2ccco2)nc1S(=O)(=O)c1ccccc1,i,55,0.1
O=C(Nc1cccc(C(F)(F)F)c1)N1CCN(c2ccc(Nc3ccccn3)nn2)CC1,i,53,0.16
COc1ccc(Nc2c3c(nc4ccc(C)cc24)CCC3)cc1,i,9,0.097
COc1ccc(Cl)cc1-n1nnc(C(=O)NCCO)c1C,i,55,0.088
CCOCC(=O)NCC1CN(c2ccc(F)cc2)C(=O)O1 (stereo not given),i,67,0.13
CC(=O)Nc1ccc(NC(=O)c2cc(C)oc2C)cc1,i,44,0.091
NC(=O)CSc1nc2sc3c(c2c(=O)n1-c1ccc(Cl)cc1)CCCC3,i,54,0.12
O=C(CN1CCNCC1)c1cccs1,i,48,0.032
O=C(COc1ccccc1)NNC(=O)c1cccn(Cc2ccc(Cl)c(Cl)c2)c1=O,i,45,0.072
COC(=O)Cc1ccc(NC(=S)N2CCN(c3ccccn3)CC2)cc1,i,29,0.088
COc1ccc([N+](=O)[O-])cc1NC(=O)c1ccccc1NS(=O)(=O)c1ccccc1,i,48,0.11
COc1ccc(-c2nnc(Nc3nc4cc(OC)c(OC)cc4s3)o2)cc1,i,47,0.058
CC(C)S(=O)(=O)c1ccc(CC(=O)N2CCC(Cn3cnc4ccccc43)CC2)cc1,i,57,0.1
CNC(=O)Cc1ccc(NC(=O)COc2ccccc2F)cc1,i,61,0.11
CC(C)c1ccccc1OCCOCC(O)CN1CCN(c2ccccc2F)CC1 (stereo not given),i,56,0.083
COc1ccc(C(CNS(=O)(=O)c2cc(F)ccc2F)N2CCN(C)CC2)cc1 (stereo not given),i,48,0.063
CN1CCN(C(CNC(=O)COc2ccccc2F)c2cccn2C)CC1 (stereo not given),i,50,0.058
Cc1nn2c(NCCOCCO)c3c(nc2c1-c1ccccc1)CCCC3,i,66,0.21
COc1ccc(C)cc1S(=O)(=O)N1CCN(c2ccc(-c3ccccc3)nn2)CC1,i,36,0.027
O=C(Nc1ccc2c(c1)N(C(=O)c1ccco1)CC2)Nc1cccs1,i,53,0.19
O=C(Cc1ccc(NC(=O)c2ccc3c(c2)OCO3)cc1)NCc1cccs1,i,56,0.069
O=C(Cc1csc(Nc2cccc(Cl)c2)n1)Nc1nccs1,i,55,0.17
COc1cc(-c2ccc(SCC(=O)Nc3nccs3)nn2)cc(OC)c1OC,i,63,0.033
O=C(CCCn1c(=S)[nH]c2ccccc2c1=O)N1CC=C(c2ccccc2)CC1,i,61,0.11
Cc1nn(C2CCS(=O)(=O)C2)c2nc(-c3cccs3)cc(C(=O)NCc3ccccc3)c12 (stereo not given),i,63,0.089
CC(C)(C)NC(=O)c1cc(N2C(=O)CCS2(=O)=O)ccc1Cl,i,73,0.14
O=C(O)C1CCN(c2nnc(N3CCCCC3)c3ccccc23)CC1,i,30,0.048
O=C(CCc1csc(NS(=O)(=O)c2ccccc2)n1)Nc1nc2ccccc2s1,i,60,0.093
COc1cn(CC(=O)Nc2ccc(Br)cc2)c(CSc2ncccn2)cc1=O,i,41,0.056
CCOc1ccc2ccccc2c1C(=O)NCC1CCN(C(=O)Nc2ccccc2OC)CC1,i,43,0.024
COc1ccc(-c2nc(SC(CC(=O)NCCc3ccccc3)c3ccc(OC)cc3)n[nH]2)cc1 (stereo not given),+,96*,0.087*
COc1ccc(CC(=O)NCc2ccsc2)cc1,i,38,0.086
CCN1CCN(CC(O)COc2ccc(C(=O)OC)cc2)CC1 (stereo not given),i,65,0.097
O=C(Cc1cccc2ccccc12)Nc1ccc2c(c1)CCCN2C(=O)c1ccccc1,i,67,0.11
CCCOc1ccccc1N1CCn2c1nc1c2c(=O)n(CCC)c(=O)n1C,i,37,0.043
